Screens: PubChem, Broad Institute
esBAF inh: inhibitors of esBAF chromatin remodeling in mouse ES cells; 350,000 compounds, 2% hits; Bmi1-luciferase knock-in reporter, 24 h; 100% = twice the neutral-well signal; reporter increase, % at 12.5 µM; AID 602393; in the data active = activation above about 40%; inconclusive = no clear call, values can overlap the other calls;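 also: 0% = median of the plate's neutral control wells and 100% = double that signal; a rise in the Bmi1 reporter signal indicates esBAF inhibition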
S100A4 MyoIIA: inhibitors of human S100A4 binding to myosin IIA peptide. P26447. S100A4/TAMRA-MyoIIA peptide fluorescence polarization. inhibition, % at 10.7 µM. 360,000 compounds, 0.14% hits. AID 652163;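 active = mean inhibition of at least 70% across replicates, with every replicate also reaching that level; inconclusive = mean inhibition reaches 70% but some replicates fall short; inactive = mean inhibition below 70%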
Target sequence (P26447 whole entry, looked up): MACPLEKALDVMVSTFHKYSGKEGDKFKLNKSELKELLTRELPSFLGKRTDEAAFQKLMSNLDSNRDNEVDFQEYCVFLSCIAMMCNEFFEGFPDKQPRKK
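Material: human S100A4 monomer with TAMRA-labelled myosin IIA peptide; buffer or medium: HEPES pH 7.2 with CaCl2, KCl, NaCl, DTT, Triton; compound dosing: one concentration per compound; schedule: 5 min incubation before reading; benchmarks: neutral control DMSO, positive control TFP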
SIRT5 inh: inhibitors of human sirtuin-5 desuccinylase; Q9NXA8; 330,000 compounds, 1.1% hits; inhibition, % at 15 µM; Purified SirT5, succinyl-peptide AMC, trypsin-coupled fluorescence; in the data active = inhibition above about 15%; inconclusive = no clear call, values can overlap the other calls
Target sequence (Q9NXA8 whole entry, looked up): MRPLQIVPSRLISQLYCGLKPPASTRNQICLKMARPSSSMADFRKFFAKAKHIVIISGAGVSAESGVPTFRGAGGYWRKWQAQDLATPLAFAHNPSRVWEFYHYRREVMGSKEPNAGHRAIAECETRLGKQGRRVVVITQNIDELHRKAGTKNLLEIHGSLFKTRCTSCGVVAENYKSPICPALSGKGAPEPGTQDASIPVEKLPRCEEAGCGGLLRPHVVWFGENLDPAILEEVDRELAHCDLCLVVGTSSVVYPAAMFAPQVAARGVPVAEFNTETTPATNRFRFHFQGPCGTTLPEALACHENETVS
Statin myotox sup: suppression of simvastatin myotoxicity | C2C12 myotubes + simvastatin, ATP luminescence, 48 h; scaled: DMSO 0, geranylgeraniol control 100 | 330,000 compounds, 0.78% hits | rescue of ATP level, % at 7.49 µM | AID 602340;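 active = mean ATP rescue above about 67%, or every replicate alone reaching that limit, limit read from the data, passing the limit was not always enough; inconclusive = no clear call, values can overlap the other calls; inactive = mean under the limit and some replicate under it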;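 also: myotubes were challenged with 10 µM simvastatin during compound exposure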
Casp6 inh: caspase-6 (human) enzyme inhibition. purified caspase-6, Z-VEID-R110 cleavage fluorescence. inhibition, % at 12.5 µM. 350,000 compounds, 0.53% hits. AID 686996;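 active = mean inhibition across replicates at least about 35%, with every replicate also reaching that limit, limit read from the data; inconclusive = only one of the two criteria met; inactive = neither criterion met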;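 also: 0% = median of neutral control wells and 100% = no fluorescence left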
Target sequence (P55212 24-179 limits assumed): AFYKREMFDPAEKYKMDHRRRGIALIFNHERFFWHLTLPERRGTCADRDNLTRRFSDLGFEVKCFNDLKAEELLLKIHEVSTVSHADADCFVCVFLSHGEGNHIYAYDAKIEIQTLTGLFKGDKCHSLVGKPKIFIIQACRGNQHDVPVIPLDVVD
Target sequence (P55212 194-293 limits assumed): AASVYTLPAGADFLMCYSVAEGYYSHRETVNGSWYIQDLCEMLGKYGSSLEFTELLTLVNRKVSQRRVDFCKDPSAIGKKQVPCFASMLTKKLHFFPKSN
LGR2 antag: blocks bursicon-induced cAMP signaling via Drosophila LGR2; HEK293 LGR2, CRE-luciferase, bursicon-stimulated, 4 h; inhibition, % at 9.99 µM; 380,000 compounds, 0.35% hits; AID 720647;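 active = drop in luminescence signal, shown as inhibition above about 50% in the replicate tests, limit read from the data, passing the limit was not always enough; inconclusive = probably only some replicates passing the limit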;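 also: agonist challenge used bursicon conditioned medium at about half maximal strength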
FN deposit inh: fibronectin deposition inhibition | AH1F fibroblasts, Alexa488-fibronectin deposition fluorescence, overnight | inhibition, % at 12.6 µM | 350,000 compounds, 0.086% hits;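 active = mean inhibition across replicates of 30% or more, regardless of how many single replicates reach that level; inconclusive = mean under 30% yet at least half of replicates reach 30%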;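 also: positive control wells lacked labelled fibronectin entirely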
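Material: AH1F fibroblasts assembling fluorescent fibronectin matrix; amount: 10000 AH1F cells/well; medium: DMEM, 2% serum; reagent: Alexa488-fibronectin, 24 nM final in well; dosing: single compound dose, delivered by pin transfer; incubation: 1 h adhesion, overnight exposure; detection: fluorescence after three HBSS washes, excitation 485 nm, emission 525 nm; measure: fibronectin deposition inhibition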
* hit, by the source's call; ? = inconclusive; · = not tested or not shown; & = joins results of further samples. Only part of the results is shown; the hit share may differ from the screen's.

SMILES	esBAF inh	S100A4 MyoIIA	SIRT5 inh	Statin myotox sup	Casp6 inh	LGR2 antag	FN deposit inh
CN1c2ccc(-c3cccc(C#N)c3)cc2[C@@H]2[C@@H](CCN2C(=O)CN2CCOCC2)[C@H]1CO	?	-4	5	-5	11	-12	7
Cc1cn([C@H]2C[C@H](O)[C@@H](CNCc3ccc4ncccc4c3)O2)c(=O)[nH]c1=O	2	-4	7	-1	0	-5	5
Cc1cnc(C(=O)Nc2nnc(C3CC3)s2)cn1	33	·	·	-3	·	·	1
C[C@@H]1CN([C@@H](C)CO)C(=O)c2cc(-c3ccc(F)cc3)cnc2O[C@@H]1CN(C)Cc1cncnc1	-3	6	1	17	-2	10	4
Cc1cc(=O)[nH]c(SCC(=O)N2CCCc3ccccc32)n1	3	7	0	20	-1	-1	·
COc1ccc(-c2cnc3c(c2)C(=O)N([C@H](C)CO)C[C@@H](C)[C@@H](CN(C)Cc2ccccn2)O3)cc1	4	9	-6	10	1	5	1
Cc1nnc(Cn2cnc3c2c(=O)n(C)c(=O)n3C)o1	-9	-1	-1	-3	-3	11	1
O=C(CSCCO)Nc1cc(C(F)(F)F)ccc1Cl	7	1	-3	-38	0	2	·
CN(C)CC(=O)N1[C@H](C#N)[C@@H](c2ccc(C#Cc3cccnc3)cc2)[C@H]1CO	0	6	-4	-3	1	11	7
Cc1noc(C)c1NC(=O)Nc1ccc2c(c1)CC(=O)N([C@H](C)CO)C[C@H](C)[C@@H](CN(C)S(=O)(=O)c1ccc(Cl)cc1)O2	-9	1	-1	-19	2	-9	·
COc1ccc(CS(=O)c2nc(C)cc(C)c2S(C)(=O)=O)cc1 (configuration not stated)	1	1	-6	-1	2	-6	-8
OCCN(CC#CC(O)(c1ccccc1)c1ccccc1)CCO	·	-2	-4	·	0	1	-4
COc1ccc(NC(=O)OCCN2CCN(Cc3ccccc3)CCC2=O)cc1	12	-5	0	-12	-5	·	11
CC(C)NC(=O)N(C)C[C@@H]1Oc2cc(-c3ccncc3)ccc2S(=O)(=O)N([C@H](C)CO)C[C@@H]1C	3	11	1	6	-1	-6	0
CN(C)CCn1c(=O)n(Cc2ccccc2)c(=O)c2c3c(sc21)CCCCC3	-5	-3	-5	-3	4	-1	5
COc1ccc(C2C(C(C)=O)=C(C)Nc3ncnn32)c(OC)c1OC (configuration not stated)	-5	1	1	6	0	-3	6
O=C(COc1ccc2ccc(=O)oc2c1)NC1CCCC1	·	-2	0	·	2	-4	-1
O=C(Nc1ccccc1)N[C@@H](Cc1ccccc1)Cn1cc(CN2C(=O)COC[C@H]2c2ccccc2)nn1	·	0	0	·	5	·	·
CC(C)(C)NC(=S)NCc1ccc2c(c1)OCO2	·	-1	-2	·	1	·	5
O=C1NC2(CCCc3ccccc32)C(=O)N1CCOc1ccc(Br)cc1 (configuration not stated)	-3	-5	1	·	3	4	·
CCC(=O)N(CCC1(C(C)C)CCOC(C)(C)C1)Cc1ccco1 (configuration not stated)	-9	·	·	-7	·	·	0
COc1ccccc1C(=O)Nc1ccc2c(c1)C(=O)N(C)C[C@@H](OC)[C@@H](C)CN(C)[C@@H](C)CO2	0	-4	-3	14	5	-4	3
CCOC(=O)C1CCCN(C(=O)c2[nH]c(C(F)(F)F)nc2-c2ccccc2)C1 (configuration not stated)	-5	-4	-2	-8	-2	3	8
O=C(C[C@H]1CC[C@@H](NC(=O)C2CCOCC2)[C@H](CO)O1)Nc1nccs1	-2	3	0	-5	2	-6	-6
CCOC(=O)c1cc2ccccc2n1C1CCN(CCc2ccccc2)CC1	·	-28	-3	·	-2	17	·
Cc1c(NC(=S)NC(=O)C(C)(C)C)c(=O)n(-c2ccccc2)n1C	-6	·	·	4	·	1	-2
Cc1cc(C)n2nc(SCc3nnc(SCc4ccccc4)s3)nc2n1	2	·	·	-5	·	13	·
Cc1ccc(C(=O)O/N=C/c2ccc(N(C)C)cc2)cc1	·	-17	-4	·	0	-79	·
CO[C@@H]1CN(C)C(=O)c2cc(NC(=O)Nc3ccc(Cl)cc3)ccc2OC[C@H](C)N(C(=O)Nc2c(C)noc2C)C[C@@H]1C	3	·	·	-18	·	-2	1
COc1ccccc1N1C(=O)CC(N2CCN(c3ccc(F)cc3)CC2)C1=O (configuration not stated)	-2	-9	-2	-5	1	15	-4
COCC(=O)N1CC(=O)N2[C@H](C1)[C@H](c1ccc(-c3ccccc3F)cc1)[C@@H]2CO	·	-5	-2	·	0	-1	3
CC(=O)N1CCCCN2[C@@H](CO)[C@@H](c3ccc(-c4ccccc4)cc3)[C@@H]2C1	-2	9	5	-9	2	-14	-17
COCC(=O)OCc1cc2cccc(C)c2[nH]c1=O	·	1	-3	·	1	19	2
CCCNC(=O)c1cc(C2CCCN(C(=O)c3ccccc3)C2)on1 (configuration not stated)	2	-2	·	14	-1	4	2
CCCNC(=O)N[C@H]1C=C[C@H](CC(=O)NC2CCCCC2)O[C@@H]1CO	4	29&-4	-1&-6	-25	4&5	19&-2	-6&4
O=C(CSc1ccc2nnc(-c3cccnc3)n2n1)Nc1ccccc1F	-1	2	·	-11	3	-28	6
Nc1nc2c(ncn2[C@@H]2O[C@H](C(=O)N[C@H](Cc3ccccc3)C(=O)NCC3CCCCC3)[C@@H](O)[C@H]2O)c(=O)[nH]1	·	0	0	·	4	-7	9
CCOc1ccccc1C(=O)Nc1nnc(CC)s1	12	11	-3	19	1	-36	4
C[C@@H]1CN([C@@H](C)CO)S(=O)(=O)c2ccc(C#CCN(C)C)cc2O[C@@H]1CN(C)C(=O)C1CCC1	4	-16	4	13	-1	-3	·
Cc1noc(C)c1NC(=O)N[C@H]1CC[C@@H](CC(=O)Nc2ccccc2)O[C@@H]1CO	2	-11	-7	-6	-1	-21	·
C[C@H]1CN([C@@H](C)CO)S(=O)(=O)c2ccc(C3=CCCC3)cc2O[C@@H]1CN(C)C(=O)c1ccc(F)cc1	-1	43	3	-18	0	-4	-13
CO[C@@H]1CN(C)C(=O)c2cc(NC(=O)CC(F)(F)F)ccc2OC[C@@H](C)N(C(=O)C2CC2)C[C@H]1C	3	-11	·	1	10	19	-6
Cc1ccc(S(=O)(=O)N2CCN(C(=O)CN(Cc3ccco3)Cc3cccs3)CC2)cc1	1	0	-3	-10	5	0	-6
CC(NC(=O)c1ccc(Cl)s1)C1CCCO1 (configuration not stated)	3	·	·	2	·	6	1
O=C(CCNC(=O)c1ccc([N+](=O)[O-])cc1)NC1CCCCC1	0	0	-10	10	0	-6	-9
O=C(Nc1ccc2c(c1)OCCO2)c1cnn(-c2ccccc2)n1	31	-4	1	-8	-2	-60	-2
O=C(CN1CCOCC1)N[C@@H]1CC[C@H](CCNC(=O)C2CCCCC2)O[C@@H]1CO	4	-12	-2	0	0	-28	-13
O=C(CCC(=O)Nc1ccc(F)cc1)N/N=C/c1c[nH]c2ccccc12	5	5	0	2	3	16	4
O=C(C1CCOCC1)N1CC(=O)N2[C@H](C1)[C@H](c1ccc(C#CC3CCCC3)cc1)[C@@H]2CO	·	10	5	·	0	-8	-2
CCn1cc(C(=O)O)c(=O)c2cnc(N3CCN(C(=S)NC(=O)c4ccc(Cl)cc4Cl)CC3)nc21	-7	-4	-3	6	1	0	-2

Next part.
SMILES	esBAF inh	S100A4 MyoIIA	SIRT5 inh	Statin myotox sup	Casp6 inh	LGR2 antag	FN deposit inh
Cc1ccc(S(=O)(=O)N(C)C[C@H]2OCCCC[C@@H](C)Oc3ccc(NC(=O)Nc4ccc(F)cc4)cc3C(=O)N([C@H](C)CO)C[C@@H]2C)cc1	2	-5	-7	·	1	7	8
C/C(CCc1ccccc1)=N\NC(=O)COc1ccccc1C	·	6	2	·	-5	-19	2
O=C(COc1ccccc1O)NC1CCCC1	0	-1	-1	16	1	18	-1
COC(=O)c1cc2c(c3c4cc(F)ccc4n(S(=O)(=O)c4ccc(C)cc4)c13)C(=O)N(Cc1ccc(N(C)C)cc1)C2	·	-5	·	·	-2	7	3
C#Cc1ccc(NC(=O)C2(C)CCN2C(=O)C2(c3ccccc3)CC2)cc1 (configuration not stated)	-3	7	-5	16	1	5	4
CCn1c2ccccc2nc2cc3c(cc21)c(Cl)c(=O)c1ccccc13	-2	-7	-6	6	19	14	-6
CO[C@H]1CN(C)C(=O)c2ccc(NS(C)(=O)=O)cc2OC[C@@H](C)N(C(=O)C2CCC2)C[C@H]1C	-3	23	6	-1	3	-13	-4
CCS(=O)(=O)N1[C@H](C#N)[C@H](c2ccc(-c3cccc(F)c3)cc2)[C@@H]1CO	3	7	-4	-9	-2	-24	-2
CCNC(=O)Nc1ccc2c(c1)C(=O)N(C)[C@H]1CC[C@H](CC(=O)NCc3ccc(F)cc3)O[C@H]1CO2	0	11	-7	-2	0	13	-19

Among those listed so far, 13 have fluorine.
SMILES	esBAF inh	S100A4 MyoIIA	SIRT5 inh	Statin myotox sup	Casp6 inh	LGR2 antag	FN deposit inh
C[C@@H]1CN([C@@H](C)CO)C(=O)c2cc(-c3ccc(F)cc3)cnc2O[C@@H]1CN(C)Cc1cncnc1	-3	6	1	17	-2	10	4
O=C(CSCCO)Nc1cc(C(F)(F)F)ccc1Cl	7	1	-3	-38	0	2	·
CCOC(=O)C1CCCN(C(=O)c2[nH]c(C(F)(F)F)nc2-c2ccccc2)C1 (configuration not stated)	-5	-4	-2	-8	-2	3	8
COc1ccccc1N1C(=O)CC(N2CCN(c3ccc(F)cc3)CC2)C1=O (configuration not stated)	-2	-9	-2	-5	1	15	-4
COCC(=O)N1CC(=O)N2[C@H](C1)[C@H](c1ccc(-c3ccccc3F)cc1)[C@@H]2CO	·	-5	-2	·	0	-1	3
O=C(CSc1ccc2nnc(-c3cccnc3)n2n1)Nc1ccccc1F	-1	2	·	-11	3	-28	6
C[C@H]1CN([C@@H](C)CO)S(=O)(=O)c2ccc(C3=CCCC3)cc2O[C@@H]1CN(C)C(=O)c1ccc(F)cc1	-1	43	3	-18	0	-4	-13
CO[C@@H]1CN(C)C(=O)c2cc(NC(=O)CC(F)(F)F)ccc2OC[C@@H](C)N(C(=O)C2CC2)C[C@H]1C	3	-11	·	1	10	19	-6
O=C(CCC(=O)Nc1ccc(F)cc1)N/N=C/c1c[nH]c2ccccc12	5	5	0	2	3	16	4
Cc1ccc(S(=O)(=O)N(C)C[C@H]2OCCCC[C@@H](C)Oc3ccc(NC(=O)Nc4ccc(F)cc4)cc3C(=O)N([C@H](C)CO)C[C@@H]2C)cc1	2	-5	-7	·	1	7	8
COC(=O)c1cc2c(c3c4cc(F)ccc4n(S(=O)(=O)c4ccc(C)cc4)c13)C(=O)N(Cc1ccc(N(C)C)cc1)C2	·	-5	·	·	-2	7	3
CCS(=O)(=O)N1[C@H](C#N)[C@H](c2ccc(-c3cccc(F)c3)cc2)[C@@H]1CO	3	7	-4	-9	-2	-24	-2
CCNC(=O)Nc1ccc2c(c1)C(=O)N(C)[C@H]1CC[C@H](CC(=O)NCc3ccc(F)cc3)O[C@H]1CO2	0	11	-7	-2	0	13	-19
